S1P3 antagonist: blocks the human S1P3 receptor; Q99500; CHO S1P3 NFAT-BLA reporter, FRET fluorescence, antagonist mode; inhibition, % at 4.98 µM; 0.27% of 170,000 active; AID 485;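 active means inhibition above the plate cutoff, the mean inhibition of test wells on that plate plus 3 SD, cut at about 28% in these data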;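 further: cells challenged with S1P at its EC80 of 0.8 µM; blue over green emission ratio from cleaved BLA substrate after 4 h stimulation; 0% = S1P-stimulated wells and 100% = unstimulated DMSO-only wells; some compounds past the cut are filed as inactive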
G6PDH counter: counter-screen for G6PDH assay hits: L. mesenteroides G6PDH inhibition | AID 1020 | inhibition, % at 5 µM | 0.12% of 200,000 active | Purified L. mesenteroides G6PDH, diaphorase/resazurin coupled fluorescence, 45 min; in the data active means inhibition above about 50%
PPARg SRC3 recr: agonists of human PPARgamma SRC-3 coactivator recruitment | P37231 | biochemical PPARgamma/SRC-3 coactivator recruitment assay | activation, % at 8 µM | 0.26% of 200,000 active | AID 731; in the data active means activation above about 23%;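 further: 0% = DMSO and 100% = reference agonist; some compounds past the cut are filed as inactive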
Target sequence (P37231 whole entry, looked up): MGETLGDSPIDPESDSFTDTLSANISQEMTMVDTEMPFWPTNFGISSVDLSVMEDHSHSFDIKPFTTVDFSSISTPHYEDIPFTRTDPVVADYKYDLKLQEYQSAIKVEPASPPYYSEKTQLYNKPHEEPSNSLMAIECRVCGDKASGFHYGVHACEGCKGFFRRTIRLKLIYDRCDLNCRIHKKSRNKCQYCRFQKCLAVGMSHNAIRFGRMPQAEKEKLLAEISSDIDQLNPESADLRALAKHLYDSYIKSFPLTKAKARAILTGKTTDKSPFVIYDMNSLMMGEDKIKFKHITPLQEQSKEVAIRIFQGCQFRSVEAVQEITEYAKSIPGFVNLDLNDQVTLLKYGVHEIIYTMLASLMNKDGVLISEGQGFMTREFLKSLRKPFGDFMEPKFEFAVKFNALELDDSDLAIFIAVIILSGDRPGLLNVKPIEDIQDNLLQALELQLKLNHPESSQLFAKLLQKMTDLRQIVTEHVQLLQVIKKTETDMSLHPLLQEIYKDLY
PMI act satM6P: increases human PMI activity with near-saturating mannose 6-phosphate; coupled PMI enzyme assay, resazurin fluorescence, 20 min; hits give high values; 1 = untreated enzyme, 0 = substrate-free blank; activation factor at 20 µM; 0.34% of 190,000 active; AID 1216;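 active means activation factor of 2 or more at 20 µM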
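Test system: human phosphomannose isomerase with PGI, G6PDH, diaphorase coupling enzymes; amount: 15 ng/mL PMI; incubation: enzyme reaction with compound 20 min at room temperature; technique: resorufin fluorescence (Ex 544/Em 590 nm) from resazurin via diaphorase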
PPARg SRC-2 ag: agonists of SRC-2 recruitment by human PPARgamma | P37231 | PPARgamma LBD-SRC-2 recruitment, biochemical | activation, % at 8 µM | 0.34% of 200,000 active | AID 1032; in the data active means activation above about 22%;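 further: 0% = vehicle and 100% = reference agonist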
PMI act: increases human mannose-6-phosphate isomerase activity | purified human PMI, coupled resazurin fluorescence, 20 min; hits give high values; 1 = vehicle control, 0 substrate-free wells | activation factor at 20 µM | 0.005% of 190,000 active | AID 1214;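 active means activation factor of 2 or more at 20 µM, relative to plate controls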
Diaphorase act: counter-screen for diaphorase-based assays: diaphorase activators and chemical reducers; Diaphorase/resazurin coupled assay, resorufin fluorescence, 16 min; hits give high values; 1 = vehicle wells, 0 = NADH-free wells; activation factor at 20 µM; 0.005% of 190,000 active; AID 1229;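 active means diaphorase activity raised at least twofold by the compound at 20 µM; inactive means activation factor below 2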
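Material: Purified diaphorase enzyme from Clostridium kluyveri | Buffer or medium: 50 mM HEPES pH 7.4 with 4.542 mM MgCl2, 0.005% Tween 20 | Times: 16 min enzyme reaction, ambient temperature | Signal: Red resorufin fluorescence at 544/590 nm excitation/emission | Measure: Increased resorufin signal from activators or reducing compounds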
Diaph inh CS: inhibits diaphorase or chemically oxidizes, flagging diaphorase assay artifacts | diaphorase resazurin-to-resorufin fluorescence, NADH, 16 min; bacterial (C. kluyveri) enzyme, not human | AID 1217 | 0.69% of 190,000 active | inhibition, % at 20 µM;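 active means primary screen inhibition at 20 µM above a set limit, cut at about 50% in these data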;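 further: plate controls were DMSO with full reaction for no effect and wells lacking NADH for full effect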
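controls = No-NADH positive control and DMSO neutral control | system = Clostridium kluyveri diaphorase enzyme | timing = reaction incubation of 16 min at room temperature | signal = resorufin fluorescence 544/590 nm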
TR-FRET SRC-2 ct: TR-FRET artefact, counter-screen to PPARgamma/SRC-2 agonist assay | TR-FRET ratio at 8 µM | 0.4% of 200,000 active | hits give high values; in the data active means TR-FRET ratio above about 2000; further: inactives centre near 1500
ROMK primary: human ROMK K+ channel modulation, primary screen; P48048; Tet-inducible ROMK, thallium flux fluorescence; actives lie on both sides; B-score at 10 µM; 2% of 130,000 active;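 active means signal ratio slope over the read window, or its plate-corrected B-score, at least 3 SD from the plate mean, either direction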;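 further: B-score of the F/F0 ratio slope over 7 to 12 s after thallium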
Target sequence (P48048 whole entry, looked up): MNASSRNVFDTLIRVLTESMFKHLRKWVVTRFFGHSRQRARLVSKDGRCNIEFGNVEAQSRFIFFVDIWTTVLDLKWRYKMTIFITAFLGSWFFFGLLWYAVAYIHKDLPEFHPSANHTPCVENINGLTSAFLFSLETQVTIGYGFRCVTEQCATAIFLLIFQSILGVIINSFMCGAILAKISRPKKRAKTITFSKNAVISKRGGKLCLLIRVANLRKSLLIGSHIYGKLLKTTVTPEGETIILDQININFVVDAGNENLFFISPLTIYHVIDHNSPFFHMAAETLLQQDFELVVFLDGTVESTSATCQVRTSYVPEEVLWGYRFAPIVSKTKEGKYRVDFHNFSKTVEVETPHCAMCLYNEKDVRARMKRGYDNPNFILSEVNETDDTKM
PPARg SRC-1 ag: PPARgamma-driven SRC-1 recruitment agonism; PPARgamma-SRC-1 coactivator recruitment biochemical assay; activation, % at 8 µM; 0.41% of 200,000 active; AID 631; in the data active means activation above about 19%;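 further: 0% = DMSO and 100% = reference agonist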
The depositor's hits bear a star; · = not tested or not shown.

SMILES	S1P3 antagonist	G6PDH counter	PPARg SRC3 recr	PMI act satM6P	PPARg SRC-2 ag	PMI act	Diaphorase act	Diaph inh CS	TR-FRET SRC-2 ct	ROMK primary	PPARg SRC-1 ag
CCCCCc1nnc(NC(=O)Cc2ccc([N+](=O)[O-])cc2)s1	-20.4	4.3	5.5	1.2	-6.8	1.2	1	1.9	1688	0.0545	10.3
O=C(NCCCN1CCOCC1)c1coc2ccccc2c1=O	2.9	9.8	-0.7	1.1	0.3	1.1	0.9	11.8	1633	·	1.4
Cc1cc(NC(=O)CSc2nnc(C3CC3)n2C)no1	-14.3	8.3	1.8	1.1	6.7	1.1	1.2	-23.6	1531	-0.333	4.7
CN(C)c1ccc(/C=C/C(=O)c2ccccc2)cc1[N+](=O)[O-]	4.5	-5.4	-2.1	0.9	2.2	0.8	0.8	16.1	1360	0.935	-6.6
COc1ccccc1S(=O)(=O)Cc1ccc(C(=O)NCc2cccnc2)o1	-11.1	3.4	2.6	1.1	7.4	1	0.9	11.2	1567	·	-0.8
CC(=O)c1cccc(NC(=O)C2CCN(S(=O)(=O)c3c(C)n[nH]c3C)CC2)c1	6.9	17.7	-12.7	0.9	-0.2	0.9	1	2.9	1314	·	-2.9
COc1ccc(NC(=O)C2CCCN2S(=O)(=O)c2ccc3c(c2)CCC(=O)N3)c(OC)c1 (stereo not given)	21.5	14.6	1.7	1	-2.5	1	0.9	12.9	1580	·	7.7
CC(=O)Nc1cccc(NC(=O)C2CCCN2C(=O)Nc2cccc(C)c2)c1 (stereo not given)	0.4	-0.8	-3.6	1	-6.9	1	0.9	7.0	1632	-0.378	-4.7
CCc1ccc(NC(=S)Nc2cccc3cnccc23)cc1	-15.8	27.1	2.5	0.5	1.6	0.6	0.7	31.9	1656	-0.235	-2.5
COC(=O)c1ccc(NC(=O)CSc2nc3cccnc3n2C)cc1	·	4.9	13.8	1	8.5	1.1	1	3.4	1668	·	1.7
COc1ccc(C(=O)CSc2nnc(NC(=O)C3CC(=O)N(c4ccccc4)C3)s2)cc1 (stereo not given)	-12.2	-74.9	-0.7	1	-3.6	1	0.8	20.2	1532	·	1.7
O=C(Nc1ccccc1)N1CCn2c1nc1ccccc12	9.6	-0.5	-5.0	1	-11.5	0.9	0.9	9.3	1295	0.0328	-8.3
COc1cc2c(cc1OC)C(C)N(C(=S)Nc1ccccc1)CC2 (stereo not given)	-1.2	-11.2	1.1	1.1	7.8	1	1	3.9	1522	·	-0.9
O=C(CSc1ccc(-c2ccccc2)nn1)c1ccccc1	2.9	-13.1	-0.5	0.9	1.5	0.9	0.8	22.9	1523	·	-1.9
Cn1c(=O)n(C)c2cc(NS(=O)(=O)c3cccs3)ccc21	-7.3	15.3	0.6	0.6	2.6	0.7	0.8	25.0	1583	·	-1.1
CCOc1cc(C2C3=C(CCCC3=O)NC3=C2C(=O)CCC3)cc(Cl)c1O	-23.4	7.0	·	0.6	·	0.8	0.8	15.9	·	·	·
O=C(CCc1ccc(S(=O)(=O)N2CCCCC2)cc1)c1nnc(-c2ccccc2)o1	·	3.4	1.5	0.9	1.6	0.9	0.7	31.2	1553	1.35	4.5
COc1ccc(CNC(NC(=O)c2ccccc2)(C(F)(F)F)C(F)(F)F)cc1	-7.2	-1.4	1.3	0.9	1.9	0.9	0.9	13.3	1548	-0.174	2.9
CCc1ccccc1NC(=O)c1ccoc1C	6.7	-11.2	3.0	1	3.9	1	0.9	12.4	1745	·	9.5
CS(=O)(=O)N1CCC(C(=O)N2CCN(Cc3ccccc3)CC2)CC1	-10.8	11.9	3.9	1	2.0	1	0.9	11.0	1456	0.652	5.0
COc1ccc(NC(=S)NC23CN4CN(CN(C4)C2)C3)cc1	-13.1	3.1	-1.5	0.8	0.0	1	1	4.1	1496	0.893	1.7
Cc1ccc(C)c(N2CCN(C(=O)CCS(=O)(=O)c3cccc4nonc34)CC2)c1	·	-15.3	-2.8	1.6	4.1	1.3	0.7	25.6	1544	·	-3.3
O=C(C1=C[C@H](c2ccc3c(c2)OCO3)C[C@H](OCc2ccc(CO)cc2)O1)N1CCN(Cc2ccc3c(c2)OCO3)CC1	-12.2	7.9	2.8	0.9	4.1	0.8	0.6	37.8	1440	·	8.3
COc1ccc(C2C(C(=O)NCC3CCCO3)c3cc(OC)c(OC)cc3C(=O)N2C)cc1OC (stereo not given)	·	-6.5	-4.7	0.8	6.2	0.9	0.8	16.6	1419	1.43	-4.0
COc1ccc(-c2nnc(SCc3cc(C)ccc3C)n2N)cc1	·	4.6	-2.0	1	12.1	1	0.9	7.2	1580	·	3.7
S=c1[nH]nc(-c2ccco2)n1-c1ccc(Cl)cc1	-2.9	-1.2	17.9	1	22.8*	1	0.9	12.0	1660	0.254	15.6
Cc1cc(C(=O)NCCN2CCN(c3cccc(Cl)c3)CC2)n(-c2ccccc2)n1	-9.6	9.7	-3.3	1.1	0.6	1	1.1	-8.2	1305	·	-0.3
CC(=O)NC(=O)NC1OC(=O)C(Cl)=C1Cl (stereo not given)	11.4	12.0	3.4	1.2	-1.0	1.1	0.9	7.2	1370	·	0.5
CC(=O)Oc1ccc(/C=N/NC(=O)C2CCCN2S(=O)(=O)c2ccc(Cl)cc2)cc1 (stereo not given)	·	-0.4	9.5	1	-1.2	1	1	4.7	1510	-0.0773	1.8
Cc1nc([N+](=O)[O-])c(N2CCN(Cc3ccccc3)CC2)n1Cc1ccccc1	·	6.0	0.1	1	-3.7	1	0.9	13.9	1274	·	0.2

Given with values under each structure: five of the compounds above.
Value order: S1P3 antagonist, G6PDH counter, PPARg SRC3 recr, PMI act satM6P, PPARg SRC-2 ag, PMI act, Diaphorase act, Diaph inh CS, TR-FRET SRC-2 ct, ROMK primary, PPARg SRC-1 ag
> CC(=O)NC(=O)NC1OC(=O)C(Cl)=C1Cl (stereo not given)
 : 11.4, 12.0, 3.4, 1.2, -1.0, 1.1, 0.9, 7.2, 1370, ·, 0.5
> O=C(CCc1ccc(S(=O)(=O)N2CCCCC2)cc1)c1nnc(-c2ccccc2)o1
 : ·, 3.4, 1.5, 0.9, 1.6, 0.9, 0.7, 31.2, 1553, 1.35, 4.5
> COc1ccc(CNC(NC(=O)c2ccccc2)(C(F)(F)F)C(F)(F)F)cc1
 : -7.2, -1.4, 1.3, 0.9, 1.9, 0.9, 0.9, 13.3, 1548, -0.174, 2.9
> Cc1cc(C(=O)NCCN2CCN(c3cccc(Cl)c3)CC2)n(-c2ccccc2)n1
 : -9.6, 9.7, -3.3, 1.1, 0.6, 1, 1.1, -8.2, 1305, ·, -0.3
> CC(=O)Oc1ccc(/C=N/NC(=O)C2CCCN2S(=O)(=O)c2ccc(Cl)cc2)cc1 (stereo not given)
 : ·, -0.4, 9.5, 1, -1.2, 1, 1, 4.7, 1510, -0.0773, 1.8

The listing picks up; the three compounds before the break are reprinted first.
SMILES	S1P3 antagonist	G6PDH counter	PPARg SRC3 recr	PMI act satM6P	PPARg SRC-2 ag	PMI act	Diaphorase act	Diaph inh CS	TR-FRET SRC-2 ct	ROMK primary	PPARg SRC-1 ag
CC(=O)NC(=O)NC1OC(=O)C(Cl)=C1Cl (stereo not given)	11.4	12.0	3.4	1.2	-1.0	1.1	0.9	7.2	1370	·	0.5
CC(=O)Oc1ccc(/C=N/NC(=O)C2CCCN2S(=O)(=O)c2ccc(Cl)cc2)cc1 (stereo not given)	·	-0.4	9.5	1	-1.2	1	1	4.7	1510	-0.0773	1.8
Cc1nc([N+](=O)[O-])c(N2CCN(Cc3ccccc3)CC2)n1Cc1ccccc1	·	6.0	0.1	1	-3.7	1	0.9	13.9	1274	·	0.2
Cc1cccc(NC(=O)Cn2c(O)c(N=NC(=O)c3ccccc3O)c3ccccc32)c1	-4.9	12.6	-3.0	1.1	0.2	0.9	1.1	-10.3	1557	·	-4.7
COc1ccc(CCNC(=O)COC(=O)c2cnc(C)cn2)cc1OC	·	11.8	0.7	0.9	-2.8	0.9	0.8	16.0	1491	·	-3.7
C=CCNC(=S)NNC(=O)c1cccn(Cc2ccc(Cl)cc2Cl)c1=O	·	-4.1	1.3	1.1	9.8	1.1	0.9	11.7	1432	·	4.0
CCCCc1c(O)nc(SCC(=O)Nc2ccc3c(c2)CCC3)[nH]c1=O	13.5	6.9	-4.7	1	-3.5	1	0.9	13.5	1556	-1.08	-3.7
COc1ccc(OC)c(S(=O)(=O)N(C(C)=O)c2ccc3oc(=O)sc3c2)c1	-5.8	3.6	-1.9	1	1.6	1.1	0.9	7.1	1537	0.372	-1.9
COc1cc(OC)nc(NC(=O)CSc2nnc(-c3ccccc3)n2C2CCCCC2)n1	6.6	·	-5.6	·	2.4	·	·	·	1285	·	-4.0
COc1ccc(C(=O)N2CCN(c3ccccn3)CC2)cc1	·	15.6	3.9	1.1	10.4	1.1	1	4.3	1629	-0.104	1.0
O=C(O)/C=C/c1coc2ccc(F)cc2c1=O	7.1	2.1	-3.9	1.2	-9.4	1.2	1.1	-9.4	1354	·	-9.6
O=c1oc2ccccc2cc1N1CCOCC1	8.5	-1.2	3.8	1.2	1.0	1.1	1.1	-7.4	1541	-0.245	6.6
CCCn1c(SCC(=O)NCc2ccccc2Cl)n[nH]c1=O	0.7	4.9	0.2	0.9	1.3	0.9	0.9	12.1	1522	-0.873	-1.7
O=C(NCCC1=CCCCC1)c1cccc2c1C(=O)N(C1CCCCC1)C2	-25.8	-2.6	4.1	0.9	10.3	0.9	0.8	22.9	1618	0.399	1.8
Cc1cc(C)nc(NC(=O)c2csnn2)c1	-19.6	-0.1	1.6	1	4.0	1	1	1.0	1714	-0.547	5.6
O=c1c2ccccc2oc2nc(-c3ccco3)n(CCc3ccccc3)c(=O)c12	-20.2	0.0	·	0.9	·	1	0.8	18.2	·	·	·
O=C(/C=C/c1ccc(Cl)c([N+](=O)[O-])c1)Nc1ccc(N2CCCC2)cc1	-13.7	-2.7	2.8	0.9	0.9	1	0.9	7.3	1459	0.486	4.2
c1cncc(Nc2nc(-c3cccs3)cs2)c1	8.8	-2.1	-14.3	0.9	10.4	0.8	0.8	18.6	1485	-1.71	-0.3
N/C(=N\OC(=O)c1ccc(F)cc1)c1ccc(Br)cc1	-2.3	7.8	0.4	1	0.3	1	1.1	-10.7	1612	1.65	5.5
CCC(=O)N/C(=N/c1nc(C)cc(C)n1)Nc1cccc(OC)c1	·	-4.3	-5.8	1	-3.9	1	0.9	12.1	1453	0.679	0.1
CCC(C)(C)n1nnnc1C(c1ccc(O)c(OC)c1)N1CCc2ccccc2C1 (stereo not given)	·	2.5	12.0	0.7	-7.8	0.8	0.9	13.2	1438	·	5.3
COc1cc(/C=C2\N=C(c3c(-c4ccccc4)noc3C)OC2=O)ccc1OC(C)=O	0.6	8.1	-0.7	1	-1.6	1.1	1	-2.0	1556	0.503	-7.8

Screening results as filed in PubChem.
